LEDGF integ inh: blocks HIV-1 LEDGF/p75-dependent DNA integration; TR-FRET IN-LEDGF/p75 DNA integration, Eu/Cy5; inhibition, % at 3.7 µM; 0.64% of 370,000 active;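 active = inhibition above the screen-wide mean plus 3 SD, cut at about 13% in these data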;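 also: signal is the Cy5 over europium emission ratio at 671 and 618 nm; 0% = plate median of compound wells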
PRMT1 inh: inhibitors of human PRMT1; inhibition, % at 2.79 µM; 1.3% of 370,000 active; Q99873; AID 652257; recombinant PRMT1, activity-based probe fluorescence polarization;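 active = inhibition above about 21% made by adding two undisclosed values, limit read from the data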
ABHD4 inh: ABHD4 (mouse) inhibition, primary FP screen; 0.54% of 370,000 active; inhibition, % at 8.92 µM; purified mABHD4, FP-Rh probe fluorescence polarization; Q8VD66;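 active = inhibition exceeding the mean over every tested compound plus 3 SD, cut at about 30% in these data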;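 also: 0% = plate median of compound wells and 100% = S159A mutant with DMSO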
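System: mouse ABHD4 enzyme, wild type / Medium: HEPES pH 7.0, NaCl, Pluronic buffer / Reagent: FP-Rh activity-based fluorescent probe / Control set: S159A mutant high control, sample median low control / Detection: fluorescence polarization with parallel and perpendicular emission, 525/598 nm / Schedule: 45 min + 60 min at 25 °C / Compound dosing: 8.92 µM, single dose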
SIAE inh: blocks human sialic acid acetylesterase; SIAE FP-Rh probe binding, fluorescence polarization; 0.69% of 370,000 active; inhibition, % at 9.66 µM;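 active = inhibition above a cutoff: mean of compounds within the control limits plus 3 SD of those, cut at about 17% in these data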;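 also: 0% = plate median of compound wells and 100% = probe without SIAE protein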
TDP2 inh: blocks human TDP2 phosphodiesterase activity; AID 720702; inhibition, % at 12.8 µM; recombinant TDP2, T5PNP hydrolysis, p-nitrophenol absorbance 415 nm; 0.34% of 370,000 active; O95551;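 active = inhibition above the mean of all tested compounds plus 3 SD, set per campaign, cut at about 25% in these data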;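 also: 0% = DMSO with enzyme and 100% = buffer with substrate but no TDP2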
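Material: recombinant human TDP2; quantity: TDP2 enzyme at 120 nM final; medium: Tris-HCl pH 7.5 with MgCl2; compound: single concentration, 12.8 µM nominal, with 1% DMSO; incubation: 2 h enzyme incubation at 37 °C; signal: epi absorbance; measure: percent inhibition; benchmarks: high control without enzyme, low control DMSO plus TDP2; repeats: singlicate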
UHRF1 binding: blocks human UHRF1 binding to methylated DNA. UHRF1 binding to methylated oligo, TR-FRET. inhibition, % at 4.4 µM. Q96T88. 0.75% of 370,000 active; in the data active = inhibition above about 21%;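 also: UHRF1 SRA domain binding a hemimethylated CpG hairpin DNA probe; 0% = median of test compound wells and 100% = reference inhibitor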
HTRA1 inh: blocks human HTRA1 serine peptidase | inhibition, % at 5.96 µM | 0.5% of 340,000 active | Q92743 | recombinant HTRA1, FP-rhodamine activity-based probe, fluorescence polarization; in the data active = inhibition above about 36%;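 also: 0% = enzyme with DMSO and 100% = wells lacking enzyme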
Target sequence (Q92743 whole entry, looked up): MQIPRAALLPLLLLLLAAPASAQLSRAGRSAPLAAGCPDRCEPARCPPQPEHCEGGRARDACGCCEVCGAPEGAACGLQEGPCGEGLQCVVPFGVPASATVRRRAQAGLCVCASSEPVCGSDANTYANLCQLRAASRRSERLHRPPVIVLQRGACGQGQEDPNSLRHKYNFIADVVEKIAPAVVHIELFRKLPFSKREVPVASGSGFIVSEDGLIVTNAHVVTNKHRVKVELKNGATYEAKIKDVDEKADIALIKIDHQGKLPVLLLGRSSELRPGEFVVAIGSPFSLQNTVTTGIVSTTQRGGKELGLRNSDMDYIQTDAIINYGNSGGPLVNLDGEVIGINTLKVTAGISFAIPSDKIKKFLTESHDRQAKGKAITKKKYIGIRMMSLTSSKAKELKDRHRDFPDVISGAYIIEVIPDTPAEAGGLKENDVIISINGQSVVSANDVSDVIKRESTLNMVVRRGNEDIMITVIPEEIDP
DDE Tn7 FP inh: disrupts Tn7 cyclic peptide binding to fibrin D-Dimer-E complex; AID 720508; P02675; 0.13% of 370,000 active; inhibition, % at 8.3 µM; FP displacement of FITC-Tn7 peptide from fibrin DD(E); 0% = median of compound wells per plate;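 active = inhibition above the mean of compounds falling within the control limits plus 3 SD of them, cut at about 14% in these data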;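 also: 0% = plate median of compound wells and 100% = 10 µM Aha-Tn7 peptide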
Target sequence (P02675 whole entry, looked up): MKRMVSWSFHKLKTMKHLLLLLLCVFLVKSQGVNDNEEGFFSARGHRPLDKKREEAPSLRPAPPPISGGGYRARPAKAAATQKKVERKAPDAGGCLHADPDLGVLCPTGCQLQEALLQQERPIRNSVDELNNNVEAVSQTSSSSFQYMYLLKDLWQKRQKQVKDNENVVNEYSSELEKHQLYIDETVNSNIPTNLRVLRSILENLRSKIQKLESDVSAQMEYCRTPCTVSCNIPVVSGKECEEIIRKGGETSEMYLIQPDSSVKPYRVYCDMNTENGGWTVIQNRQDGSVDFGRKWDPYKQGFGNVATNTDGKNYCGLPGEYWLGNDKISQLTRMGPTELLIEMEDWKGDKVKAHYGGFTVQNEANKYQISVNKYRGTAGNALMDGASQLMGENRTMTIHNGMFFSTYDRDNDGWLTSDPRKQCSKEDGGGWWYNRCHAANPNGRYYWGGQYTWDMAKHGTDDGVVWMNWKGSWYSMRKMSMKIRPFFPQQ
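System: human fibrin DD(E); quantity: Fibrin-DD(E) at 2 µM final; also added: fluorescent Tn7 probe at 0.1 µM; compound dosing: single nominal test concentration of 8.3 µM per compound; schedule: 10 min preincubation, 3 h with tracer, room temperature; detection: fluorescence polarization of the labelled Tn7 tracer; repeats: one replicate per compound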
TCR CD3 inh: inhibitors of human TCR-CD3 interaction; 0.37% of 360,000 active; TAMRA-labeled TCR probe fluorescence, biochemical; inhibition, % at 9.4 µM; in the data active = inhibition above about 19%;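 also: recombinant mutant TCR 2C K166C tagged with TAMRA read by polarization; 0% = receptor in buffer alone and 100% = receptor with positive control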
PG9 binder: PG9 antibody binding by small molecule. TR-FRET gp120-PG9 antibody binding. inhibition, % at 6.7 µM. AID 624416. 0.43% of 360,000 active; in the data active = inhibition above about 8.5%
Numbers without * were called inactive; x = no result given.

SMILES	LEDGF integ inh	PRMT1 inh	ABHD4 inh	SIAE inh	TDP2 inh	UHRF1 binding	HTRA1 inh	DDE Tn7 FP inh	TCR CD3 inh	PG9 binder
COC(=O)c1sccc1NC(=O)Nc1cccc(C(C)=O)c1	-3	3	-6	-5	2	-4	-7	1	-4	2.1
O=C(NCc1csc2ccc(Cl)cc12)Nc1cccc2ccccc12	3	-2	-4	4	12	-4	-3	2	-2	-0.6
Cc1cccc(C(=O)NCC(=O)N2CCN(c3ccccn3)CC2)c1	2	-2	-6	4	-15	11	-6	1	-4	-2.1
COc1ccc(CC(N)c2csc(Nc3nc(C)cnc3C)n2)cc1 (centres undefined)	6	1	10	0	1	-5	x	-3	1	1.7
CC(C)Cn1cnc2c1c(=O)n(CC(=O)NN)c(=O)n2Cc1ccccc1	-7	2	7	-9	20	2	-8	1	-11	0.2
CCC(=O)N1CCc2cc(S(=O)(=O)CCC(=O)Nc3ccc(CC)cc3)ccc21	-1	-2	3	5	-1	-2	-1	-1	5	-0.6
CC(O)(c1cccnc1)c1nc(-c2cccc(F)c2)cs1 (centres undefined)	3	-3	4	0	0	1	x	-1	-1	-1.2
Cc1ccc(C)c(N(C)C(=O)c2cc3c(=O)[nH]c4ccc(C)cc4c3s2)c1	-2	12	-14	-13	-13	2	-27	7	-12	0.5
O=C1CN(C(=O)NCC(=O)N2CCCC2)c2ccccc2N1	1	4	2	-3	0	0	4	-1	-4	0.2
CC(=O)C1C=CC(C)(C(=O)O)C2C=C(C)C(=O)C(C)(O)C12 (centres undefined)	-1	1	-4	-1	4	0	1	4	6	0.5
O=C1CCCc2cc(S(=O)(=O)N3CCC(C(=O)NCc4ccccc4)CC3)ccc2N1	0	-1	-1	7	0	-2	0	-1	-3	-1.6
COc1cc(-c2noc(-c3cccs3)n2)cc(OC)c1OC	2	-6	-5	-3	-4	-1	-7	1	-1	-1.8
COc1ccc(/C=C/C(=O)Nc2ccc(S(=O)(=O)Nc3cc(C)nc(C)n3)cc2)cc1OC	4	-4	-12	-8	3	-3	-8	-1	-3	-0.9
COc1ccc(C(=O)OCCCN(C)C2CN(Cc3cn(Cc4cccc(F)c4)nn3)S(=O)(=O)C2)cc1OC (centres undefined)	-1	0	-2	1	3	4	x	1	x	x
CCC(CC)N1CCN(C(=O)c2cccc(Cl)c2)CC1	2	4	14	7	0	4	0	3	-4	1.1
Cc1cc(C)cc(C(=O)NC(=S)Nc2ccc3c(c2)OCCO3)c1	0	-3	-4	-7	1	-4	-9	-2	-6	-0.9
COc1ccc(OC)c(C(=O)/C=C/c2ccccc2C(F)(F)F)c1	5	3	-18	-4	2	0	-23	1	-6	0.3
CC1Cc2ccccc2N1C(=O)Cn1cnc2ccccc21 (centres undefined)	1	-2	-5	8	4	3	1	2	2	-1.9
CCN(CC)CCNc1nc(-c2ccc(OC)cc2)c(-c2ccc(OC)cc2)s1	1	-3	4	-2	-2	1	15	-1	-2	-0.2
COc1ccccc1C/C(N)=N/OC(=O)COc1cccc2ccccc12	1	-1	-10	-8	6	-1	-18	-9	0	2.2
C=CCn1c(SCc2nc3sc4c(c3c(=O)[nH]2)CCCC4)nc2ccccc2c1=O	4	-1	1	-8	-10	4	-14	-9	1	-2.1
O=C(CC(Cc1ccccc1)C(=O)O)NCCc1ccc2c(c1)OCO2 (centres undefined)	-2	-1	5	1	9	-2	0	0	7	0.9
COc1ccc(NC(=O)COC(=O)C2CCCN2C(=O)OC(C)(C)C)cc1Cl (centres undefined)	-6	0	4	3	2	1	6	2	0	0.3
CCN1CCN(C(=O)C2CCN(C(=O)Nc3ccccc3)CC2)CC1	-3	4	3	9	12	10	3	-5	4	-0.5
COc1nc(N(C)C)nc(N2CC(=O)N(CCNS(=O)(=O)c3ccc(C)cc3)C2=N)n1	4	0	-6	1	-9	23*	-2	2	-9	-0.4
Cc1cccc(NC(=O)C(C)Sc2nnc(-c3cccnc3)o2)c1 (centres undefined)	-2	-2	3	-6	-7	1	9	-6	11	-1.2
Cc1cc(NCCOCCO)n2c(nc3ccccc32)c1C#N	-4	3	5	1	-2	-2	-2	-1	-2	-1.0
CCCCCC(/C=N/Nc1ccc(S(=O)(=O)N2CCOCC2)cc1[N+](=O)[O-])=C\c1ccccc1	-1	3	1	2	-2	3	-1	4	-6	1.2
CCOC(=O)N1CCC(NC(=O)c2cn(-c3ccc(OC)cc3)c(=O)c3ccccc23)CC1	0	0	-1	12	-1	-1	3	3	2	-2.5
CCOc1ccc(S(=O)(=O)NCCC(=O)NCC2CCCO2)cc1 (centres undefined)	3	2	6	-3	-13	1	-5	-8	-3	-1.5
C/C(=N\NC(=O)c1ccc(CN2CCOCC2)cc1)c1ccc(NC(=O)c2ccccc2)cc1	-2	-5	6	-2	3	-3	-3	-8	9	-0.7
O=C(NC1CCCc2ccccc21)c1ccc(Br)cc1 (centres undefined)	0	6	-7	-6	2	10	-7	3	-1	-0.6
CCOC(=O)C1CCN(Cc2ccc(F)c(F)c2)CC1	-1	-2	3	1	14	0	0	-1	2	-1.6
Cc1[nH]n(C2=NCCS2)c(=O)c1N=Nc1cccc(C(F)(F)F)c1	2	2	8	7	-1	-4	22	-3	-3	0.0
CN(C)c1nc(SCCOC(=O)COc2ccc(Cl)cc2Cl)nc(N(C)C)n1	2	-1	-9	-3	-10	3	-9	0	-6	1.5
CCC(Sc1nc(C)cc(=O)[nH]1)C(=O)Nc1ccc(Cl)cn1 (centres undefined)	0	7	-3	4	-4	5	-4	0	2	-0.4

Single entries from the list.
`CCCCCC(/C=N/Nc1ccc(S(=O)(=O)N2CCOCC2)cc1[N+](=O)[O-])=C\c1ccccc1` @ TDP2 inh: -2
`CCC(Sc1nc(C)cc(=O)[nH]1)C(=O)Nc1ccc(Cl)cn1` (centres undefined) @ HTRA1 inh: -4

UHRF1 binding: entries above that show a hit.
SMILES	LEDGF integ inh	PRMT1 inh	ABHD4 inh	SIAE inh	TDP2 inh	UHRF1 binding	HTRA1 inh	DDE Tn7 FP inh	TCR CD3 inh	PG9 binder
COc1nc(N(C)C)nc(N2CC(=O)N(CCNS(=O)(=O)c3ccc(C)cc3)C2=N)n1	4	0	-6	1	-9	23*	-2	2	-9	-0.4

(list continues)
SMILES	LEDGF integ inh	PRMT1 inh	ABHD4 inh	SIAE inh	TDP2 inh	UHRF1 binding	HTRA1 inh	DDE Tn7 FP inh	TCR CD3 inh	PG9 binder
Nc1nc2n(n1)C(=O)CC(c1ccc(Cl)cc1)N2 (centres undefined)	0	7	0	1	2	2	2	0	-1	-0.7
CC(C)(C)c1ccc(S(=O)(=O)NC(=O)C2(C)CCN2C(=O)C2CCCCC2)cc1 (centres undefined)	0	0	2	3	-4	0	x	6	-3	1.5
Cc1ccc(COc2ccccc2-c2cc(C(=O)N/N=C/c3cccnc3)[nH]n2)cc1	4	-1	-29	-48	-14	2	-119	-5	-3	-2.8
CC(C)(C)n1nnnc1C(c1cccs1)N(Cc1cccnc1)Cc1ccccc1Cl (centres undefined)	-1	-1	10	4	-2	3	-4	-11	-5	-0.7
COc1ccc(Nc2c(-c3cccc(OC)c3)nc3nc(C)cc(C)n23)cc1	-2	2	10	5	-5	-1	x	7	-10	-2.2
CSc1ccc(S(=O)(=O)NCC(=O)OCC(=O)N2CCCC2=O)cc1[N+](=O)[O-]	0	5	4	1	2	-1	-2	-13	2	-1.1
Cc1[nH]c2ccccc2c1/C=N/NC(=O)CNC(=O)c1ccccc1	-7	-1	3	3	-3	-2	5	3	-10	-0.4
Cc1c(O)ccoc1=O	0	-2	-4	3	1	-4	3	-5	-7	0.7
Cc1cc(C)c2cc(C#N)c(NCCNC(=O)c3ccccn3)nc2c1	-1	3	1	-4	1	0	x	8	1	1.4
NS(=O)(=O)c1ccc(CCNCc2cc(Cl)ccc2OCc2ccccc2)cc1	-1	-4	0	2	0	1	-7	10	1	-1.0
Cc1ccc(OCC(=O)NCCN2CCCC2)cc1	0	2	0	4	5	4	-11	-3	3	1.7
CCOc1ccc(NC(=O)c2ccccc2NC(=O)c2cccnc2)cc1	0	0	1	-3	-3	0	-6	-4	2	-0.1
NC1=NC(=O)C2(COC(c3cccc([N+](=O)[O-])c3)OC2)S1 (centres undefined)	4	-2	3	2	1	-3	2	-5	4	-3.0
COc1ccc(Cl)cc1NS(=O)(=O)c1ccc2c(c1)NC(=O)CCS2	-1	5	32*	-2	-1	2	5	-2	-2	-0.5
COc1ccc(C(=O)c2c(-c3ccc(OC)cc3)oc3ccccc23)cc1	1	5	-17	-8	-10	2	-32	-1	-5	2.6
C=CCSC1=C(C#N)C(c2cccc(OC)c2)CC(=O)N1 (centres undefined)	3	7	-5	-4	-10	1	-4	-10	-4	-2.2
COc1ccc(CCNC(=O)Cc2ccc3c(c2)OCO3)cc1OC	0	-1	4	3	5	2	-1	5	11	-0.5
Cc1ccnc2nc(C(=O)OCC(=O)N(CC(C)C)C3CCS(=O)(=O)C3)nn12 (centres undefined)	1	-1	0	-4	2	-2	7	-1	5	-1.2
CSc1nc(N)nc(SCC(=O)c2ccc(C)cc2)c1C#N	0	-2	-1	4	9	-3	-5	6	-1	23*
Cc1cc(CNC(=O)C2(C(F)(F)F)C/C(=C\Cc3ccccc3)CCCO2)nn1C (centres undefined)	-2	-3	1	1	-1	0	4	2	5	-0.6
O=C(NN=Cc1ccccc1Cl)c1cccc2ccccc12	-1	3	8	2	-1	1	-6	-3	-4	-0.3
O=C(OCc1ccc([N+](=O)[O-])cc1)c1ccc(N2CCCC2)c([N+](=O)[O-])c1	-2	-3	-3	-9	-7	-1	0	0	5	-1.0
COC1CCN(Cc2c(C(=O)N3CCc4ccccc4C3)nc3ccc(Cl)cn23)CC1	2	-1	2	0	1	-1	2	1	2	-2.1
COc1cccc(NC(=O)CSc2ccc3nnc(CCNC(=O)c4ccccc4)n3n2)c1	-2	2	11	-7	3	11	5	2	-3	0.7
C[C@H](CO)N1C[C@H](C)[C@H](CN(C)S(=O)(=O)c2cn(C)cn2)OCc2cnnn2CCCC1=O	0	5	10	2	0	2	2	-5	-8	-1.7
COc1ccc(OC)c(NC(=S)NCc2ccccc2OC)c1	-3	-5	3	5	7	-2	-11	3	-6	0.5
CCN(CC)S(=O)(=O)c1cc(C)ccc1SC	-7	6	1	-6	-2	2	-4	3	-8	-0.7
Cc1csc2nc(CSc3nc4ccccc4o3)cn12	-1	3	4	-6	-5	-3	-1	4	10	0.8

Screens from PubChem BioAssay.
